Menin MLL FP TR: displaces Texas Red mutant MLL peptide from human menin; 270,000 compounds, 0.23% hits; Potency, µM (series often up to 61.6 µM), for the others: at the top dose FP activity change, negative = inhibition, most hits filed as inhibitors; O00255; Menin + Texas Red MLL mutant peptide, fluorescence polarization; AID 1768; active = well fitted inhibition curve with a large enough effect in the polarisation, with a control signal flat, not every such curve was filed as active; inconclusive = small, poorly fitted or top-dose-only effect, or effect the other way, or a change in a side signal; inactive = no such curve, though single readings can be large or run the other way; the % refers to the polarisation; note: potency is the fitted concentration of half-maximal effect; % of control where 0% means no effect; many of its hits are not listed in these tables
Target sequence (O00255 whole entry, looked up): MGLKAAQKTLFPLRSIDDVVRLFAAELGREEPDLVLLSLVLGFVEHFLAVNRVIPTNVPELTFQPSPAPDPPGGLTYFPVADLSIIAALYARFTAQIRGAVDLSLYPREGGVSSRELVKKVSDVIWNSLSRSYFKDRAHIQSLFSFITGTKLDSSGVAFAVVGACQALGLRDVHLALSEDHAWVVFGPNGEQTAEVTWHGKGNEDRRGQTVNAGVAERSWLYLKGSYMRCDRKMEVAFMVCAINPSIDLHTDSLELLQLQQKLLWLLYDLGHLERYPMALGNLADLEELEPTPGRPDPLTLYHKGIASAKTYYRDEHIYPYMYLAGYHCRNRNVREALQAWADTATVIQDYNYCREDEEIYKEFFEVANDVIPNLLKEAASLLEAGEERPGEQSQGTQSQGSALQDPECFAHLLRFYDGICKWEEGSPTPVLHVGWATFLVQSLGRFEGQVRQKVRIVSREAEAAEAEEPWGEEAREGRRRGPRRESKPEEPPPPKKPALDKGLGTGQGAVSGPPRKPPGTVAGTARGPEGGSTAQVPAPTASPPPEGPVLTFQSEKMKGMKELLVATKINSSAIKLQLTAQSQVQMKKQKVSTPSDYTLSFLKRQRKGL
FLuc modulator: counter-screen for miR-21 project: firefly luciferase inhibitors or activators. P08659. purified FLuc, Km substrates, luminescence inhibition. Potency, µM (titrated, usually from 57.5 µM), for the others: top-dose activity change, negative = inhibition, hits mostly inhibitors. 360,000 compounds, 6.9% hits. AID 588342;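 note: potency is the fitted concentration of half-maximal effect; plate controls were vehicle for no effect and reference inhibitor for full effect; nearly all actives have a fitted effect of over 55% in size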
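Purified P. pyralis luciferase (10nM final) with 10uM D-luciferin and 10uM ATP (Km levels) in 50mM Tris acetate pH 7.5, 10mM Mg acetate, 0.01% Tween-20, 0.05% BSA; qHTS 6-point titration, ~60 µM downward; luminescence read.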
MBNL1 CUG block: MBNL1-poly(CUG) RNA binding inhibition; TR-FRET MBNL1-His/biotin-(CUG)12 binding, 665/545 ratio; 280,000 compounds, 0.036% hits; AID 2675; Q9NR56; Potency, µM (top dose mostly 57.5 µM), for the others: at the highest dose activity change, negative = inhibition, hits mostly inhibitors; active = well fitted inhibition curve with a large enough effect in the signal ratio, with a control signal flat, not every such curve was filed as active; inconclusive = small, poorly fitted or top-dose-only effect, or effect the other way, or a change in a side signal; inactive = no such curve, though single readings can be large or run the other way; the % refers to the signal ratio; note: potency is the fitted concentration of half-maximal effect; % is set by controls: 0 for no effect and ±100 for the full control effect
Target sequence (Q9NR56 whole entry, looked up): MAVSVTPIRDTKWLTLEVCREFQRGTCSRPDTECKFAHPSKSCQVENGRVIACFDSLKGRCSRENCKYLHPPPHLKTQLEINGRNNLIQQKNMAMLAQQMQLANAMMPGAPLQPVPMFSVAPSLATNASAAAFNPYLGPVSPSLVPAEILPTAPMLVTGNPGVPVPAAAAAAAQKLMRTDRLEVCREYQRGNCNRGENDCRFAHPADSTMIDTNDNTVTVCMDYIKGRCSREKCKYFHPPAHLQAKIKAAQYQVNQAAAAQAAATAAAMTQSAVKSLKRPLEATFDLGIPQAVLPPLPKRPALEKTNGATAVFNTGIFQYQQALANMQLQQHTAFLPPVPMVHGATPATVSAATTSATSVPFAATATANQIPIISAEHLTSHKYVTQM
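Ratiometric TR-FRET (665 over 545 nm, excitation 340 nm) tracks disruption of MBNL1-His/biotin-(CUG)12 complex after 60 min at room temperature, with compounds at 92 nM to 58 uM final.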
NPC1 promoter act: activates the NPC1 promoter; 320,000 compounds, 2.4% hits; AID 485313; Huh7 NPC1 promoter luciferase reporter, 24 h; Potency, µM (titrated, usually from 9.22 µM), for the others: at the highest dose activation, most hits filed as activators;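 note: potency is the fitted concentration of half-maximal effect; % of control where 0% means no effect; nearly all actives have a fitted effect of over 60% in size; reporter is driven by a mutant NPC1 promoter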
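Luciferase expression driven by the NPC1 promoter was measured in stably transfected Huh7 cells after a 24 h compound incubation, using a luciferase reagent and a luminescence read.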
PKM2 activator: activators of human pyruvate kinase M2; purified PKM2, Kinase-Glo ATP luminescence, activation; response scale: 0% is enzyme alone, no compound; Potency, µM (top dose mostly 57.5 µM), for the others: at the top dose activation, hits mostly activators; P14618; 260,000 compounds, 0.34% hits; note: potency is the fitted concentration of half-maximal effect; % is set by controls: 0 for no effect and ±100 for the full control effect; nearly all actives have a fitted effect of over 55% in size
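Purified hPK-M2 (>95%) run at intermediate activity with 0.1 mM ADP and 0.5 mM PEP in 50 mM imidazole pH 7.2, KCl, MgCl2; 1 h room temperature. ATP formed read by Kinase-Glo luminescence; normalized to uninhibited and no-enzyme controls.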
RORgamma inh: ROR gamma (mouse) transcription inhibition | Drosophila S2 Gal4-RORgamma UAS-luciferase reporter, 20 h | Potency, µM (series often up to 53.6 µM), for the others: at the top dose activity change, negative = inhibition, most hits filed as inhibitors | 310,000 compounds, 5.4% hits; note: potency is the fitted concentration of half-maximal effect; % is set by controls: 0 for no effect and ±100 for the full control effect; nearly all actives have a fitted effect of over 60% in size
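A Gal4/UAS one-hybrid system in insect cells: metallothionein-promoter Gal4–ROR gamma fusion plus Photinus luciferase reporter. Copper sulfate 700 uM final, 20 hr ambient incubation, luminescent detection after 10 min with reagent.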
Mito fusion yeast: mitochondrial division inhibition or fusion activation | S. cerevisiae fusion-defective mutant growth rescue, CellTiterGlo 48 h | 320,000 compounds, 0.23% hits | Potency, µM (series often up to 46.1 µM), for the others: top-dose growth rescue (activation), most hits filed as activators;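 note: potency is the fitted concentration of half-maximal effect; % of control where 0% means no effect; nearly all actives have a fitted effect of over 45% in size; temperature-sensitive fusion mutants such as fzo1-1 at 37 °C on non-fermentable ethanol glycerol medium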
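Luminescent cell viability in 1536-well qHTS format served as the measure of rescued growth in ts fusion-mutant S. cerevisiae cultured on non-fermentable YPEG for 48 hours at 37C.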
ELG1 DNA repair: inhibitors of ELG1-dependent DNA repair in HEK293T cells | 330,000 compounds, 2.3% hits | HEK293T ELG1-luciferase reporter, luminescence, 16 h; DNA damage induced by 5-fluorouridine | Potency, µM (top dose mostly 46.1 µM), for inactives: at the highest dose activity change, negative = inhibition, most hits filed as inhibitors | AID 504467; note: potency is the fitted concentration of half-maximal effect; % is set by controls: 0 for no effect and ±100 for the full control effect; nearly all actives have a fitted effect of over 55% in size
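In this reporter screen, reduction of luminescence relative to DMSO vehicle indicated activity. Compounds and 5-fluorouridine were added together to 2,000 cells per well, incubated for 16 hr at 37 °C, then developed with ONE-Glo.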
VP16 counter: counter-screen for ROR gamma inhibitors: Gal4-VP16 reporter | Drosophila S2 Gal4-VP16 UAS-luciferase, luminescence, 20 h | Potency, µM (titrated, usually from 53.6 µM), without a hit: top-dose activity, negative = inhibition, hits mostly inhibitors | 310,000 compounds, 3.5% hits;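 note: Gal4-VP16 expression switched on by copper sulfate through the metallothionein promoter; potency is the fitted concentration of half-maximal effect; % is set by controls: 0 for no effect and ±100 for the full control effect; nearly all actives have a fitted effect of over 50% in size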
KCNH2 3.1 block: KCNH2 3.1 (human) potassium channel inhibition. U2OS KCNH2 3.1, thallium flux FluxOr; stronger effect = lower value. 340,000 compounds, 0.95% hits. activity change, % (tested at about 1.8 µM);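 active = maximum activity change below -70%; inconclusive = maximum activity change from -70% to -50%; inactive = maximum activity change above -50%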;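 note: thallium influx rate constant from kinetic fluorescence after stimulation buffer; % is set by controls: 0 for no effect and ±100 for the full control effect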
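Normalized rate constant (relative to positive and negative DMSO controls) derived from a 2 min kinetic fluorescence read after stimulation; U2OS cells expressing the 3.1 isoform via virus at 1.77 x 10^8 /mL.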
Rab9 promoter act: activators of Rab9 promoter; Huh7 Rab9 promoter-luciferase reporter, luminescence, 24 h; Potency, µM (highest dose often 9.22 µM), for the others: at the top dose activation, negative = inhibition, hits mostly activators; 320,000 compounds, 2.8% hits; AID 485297; note: potency is the fitted concentration of half-maximal effect; % of control where 0% means no effect; nearly all actives have a fitted effect of over 60% in size
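Cells were plated at 1500 per well in reduced-serum medium with 10% FBS and left 2 h. Compound in DMSO was then added for 24 h at 37 °C. Reporter signal was read by luminescence after 10 min with luciferase detection reagent.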
Active calls of the source: *; u = inconclusive; x = no result given; [ ] = dose if it differs, or a comment. Unless noted, calls come from the whole dose curve; as a rule, active = well fitted curve in the direction sought with a large enough effect; inconclusive = small, poorly fitted or top-dose-only effect, or another doubt; inactive = no such curve, though single readings can be large; an effect the other way counts as inactive or inconclusive.

Every second line gives: Menin MLL FP TR	FLuc modulator	MBNL1 CUG block	NPC1 promoter act	PKM2 activator	RORgamma inh	Mito fusion yeast	ELG1 DNA repair	VP16 counter	KCNH2 3.1 block	Rab9 promoter act
- CCOc1ccc2c(c1)c(N=Nc1cccc(C(=O)O)c1)c(O)n2C
    u	u	x	u	-1%	u	16%	u	-5%	18	u
- Cc1ccc(C(=O)n2cnc3ccccc32)cc1C
    82%[activator]	12µM*	2%	-2%	x	13%	1%	25%	1%	-24	8%
- O=S(=O)(Nc1ccc(Cc2ccncc2)cc1)c1ccc(Cl)s1
    5%	-1%	-6%	-2%	13%	u	25%	-4%	2%	5	1%
- O=C(NC(C(=O)O)c1ccccc1)c1ccc(S(=O)(=O)N2CCOCC2)cc1 (stereo not given)
    4%	-2%	-5%	-6%	11%	10%	-2%	4%	0%	42	-3%
- COC(=O)c1cc(NCc2c(F)cccc2Cl)ccc1N1CCOCC1
    -2%	0%	2%	-1%	-3%	34%	-4%	-9%	13%	10	-4%
- CCc1nnc(NC(=O)CSc2nnc(-c3cc4ccccc4cc3O)n2CCOC)s1
    5%	0%	6%	-3%	2%	35%	3%	-3%	0%	9	0%
- COc1ccc(/C(O)=C/Sc2nnc(Cc3ccccc3)o2)cc1
    x	-10%	0%	2%	-2%	0%	26%	-1%	-1%	2	-3%
- CCOc1ccc(S(=O)(=O)NCCC(=O)OCN2C(=O)c3ccccc3C2=O)cc1
    -15%	3%	7%	21%	-3%	-9%	-2%	13%	3%	-14	2%
- COc1ccc(NC2=Nc3ccccc3N3C2=Nc2c(c(C)nn2-c2ccc(C)cc2)C3c2cccnc2)cc1 (stereo not given)
    13%	6%	-17%	1%	-6%	3%	0%	7%	-4%	3	3%
- Cc1cccc2sc(NC(=O)C3CCCN(S(=O)(=O)c4cccc5nonc45)C3)nc12 (stereo not given)
    45%[activator]	2%	21%	-19%	-2%	u	-3%	u	u	-42	1%
- O=C(NC1CCCCC1)c1ccc(N2CCCC2=O)cc1
    13%	u	-8%	u	-2%	14%	-3%	u	11%	8	28%
- COC(=O)c1cn(C(=O)c2ccc(C)cc2)c2ccccc12
    u	0%	-12%	0%	0%	-20%	9%	10%	-4%	2	-2%
- Cc1ccc(/C=C/C(=O)Nc2cc(S(=O)(=O)N3CCOCC3)ccc2N2CCOCC2)cc1
    x	6%	x	-8%	x	x	0%	u	x	-35	-2%
- CC(Sc1nnc(C2CC2)n1C1CC1)C(=O)NCc1cccs1 (stereo not given)
    x	2%	x	-6%	x	x	1%	-2%	x	5	-1%
- CCOc1ccc(NC(=O)c2cc3ccccc3cc2OC)cc1
    u	5.4µM*	15%	u	1%[11.5 µM]	u	-5%	u	7%	u	u
- CCN(CC)c1ccc(NC(=O)Nc2cccc(C(C)=O)c2)cc1
    u	1.7µM*	10%	x	u	7.9µM*	-2%	x	u	0	x
- CC1C2Cn3c(nc4ccccc43)C1N(C(C)C)O2 (stereo not given)
    x	0%	-9%	-4%	3%	-21%	u	16%	-2%	12	-6%
- CCNCc1ccc(OCc2cccs2)c(OCC)c1
    1%	1%	2%	0%	-5%	-16%	1%	u	2%	-7	-6%
- CCOC(=O)N1CCC(NC(=O)CSCc2nc(-c3ccc(C)cc3)oc2C)CC1
    x	-14%	-4%	-7%	x	-5%	-9%	-11%	-7%	-7	-12%
- Cc1ccc2cc3c(nc2c1)N(Cc1ccco1)CC3
    0%	19µM*	-4%	6%	13%	0%	2%	18%	23%	-11	1%
- CCOc1ccc(NC(=O)C2CCCN(S(=O)(=O)c3c(C)nn(C)c3C)C2)cc1 (stereo not given)
    0%	0%	8%	0%	-3%	22%	1%	u	-2%	4	0%
- O=C(CN1CCN(Cc2ccccc2)CC1)N/N=C/C=C/c1ccco1
    3%	-1%	x	1%	-2%	-13%	-3%	u	3%	1	2%
- CC(NC(=O)CCNS(=O)(=O)c1ccccc1)c1ccccc1 (stereo not given)
    -1%	-1%	-1%	1%	1%	u	9%	-2%	-1%	4	12%
- CC(C)(Oc1ccc(-c2ccco2)cc1)C(=O)O
    5%	u	-2%	0%	11%	-3%	-2%	14%	-5%	x	-3%
- CCc1ccc(S(=O)(=O)NCCc2cn3ccccc3n2)s1
    8%	0%	-6%	7%	-1%	36%	-4%	-7%	-7%	-7	-5%
- Cc1cccc(NC(=O)CSc2nccn2Cc2ccco2)c1
    x	15µM*	-20%	3.2µM*	-3%	9%	-2%	u	u	4	2.8µM*
- COCCNC(=O)CN1c2ccccc2CC1C (stereo not given)
    -2%	0%	1%	1%	-6%	15%	2%	-1%	-8%	16	6%
- COc1ccccc1NS(=O)(=O)c1cccc(NC(=O)Nc2ccc(Cl)cc2)c1
    u	u	-2%	-2%	0%	u	11%	-4%	-28%	2	-6%
- Cc1cccc(NC(=O)CSc2nc3nc(C)cc(C)n3n2)c1
    2%	3%	-2%	0%	23%	u	8%	-4%	1%	-13	-5%
- O=C(Nc1ccc2c(c1)OCCO2)C1CCCN(c2ncccn2)C1 (stereo not given)
    8%	0.95µM*	1%	0.4µM*	-1%	u	3%	u	u	-8	0.32µM*
- Cc1cc(OC(C)C(=O)N/N=C/CC(C)c2ccccc2)ccc1Cl (stereo not given)
    5%	7%	3%	-4%	1%	u	-2%	-6%	-22%	-4	-12%
- CC(C)(C)C(C(=O)O)N1CCS(=O)(=O)CC1 (stereo not given)
    -11%	-1%	-5%	-6%	-3%	-1%	-1%	u	-4%	3	0%
- O=C(N/C=C/c1ccccc1)Nc1ccc(Cl)cc1
    u	6.7µM*	-13%	3.5µM*	14%	24%	0%	u	-24%	-2	4.5µM*
- Nc1ccccc1C(=O)N1CCC(O)(c2ccc(Cl)cc2)CC1
    1%	0%	1%	6%	1%	16%	0%	-1%	-13%	-3	3%
- CCN1CCN(C(=S)Nc2ccsc2C(=O)OC)CC1
    -7%	-2%	-11%	1%	-10%	-4%	0%	0%	-7%	-9	5%
- O=C(NC(=S)NNS(=O)(=O)c1ccc(Cl)cc1)c1cccnc1
    -1%	u	8%	-4%	-2%	u	-7%	5%	2%	8	-3%
- O=C(Oc1c(-c2ccccc2)c(=O)n2c3c(cccc13)CC2)c1ccc(Cl)cc1
    x	-3%	-2%	1%	8%	26%	14%	u	-2%	-16	-7%
- COCCNC(=O)c1ccc2c(c1)ncn2-c1ccc(F)c(F)c1
    -5%	-16%	-9%	14%	-6%	14%	0%	u	-6%	-2	15%

Only RORgamma inh and PKM2 activator, for some of the entries so far:
smiles | RORgamma inh | PKM2 activator
Nc1ccccc1C(=O)N1CCC(O)(c2ccc(Cl)cc2)CC1 | 16% | 1%
CC(C)(C)C(C(=O)O)N1CCS(=O)(=O)CC1 (stereo not given) | -1% | -3%
O=C(NC(=S)NNS(=O)(=O)c1ccc(Cl)cc1)c1cccnc1 | u | -2%

Part of the list above in order of SMILES length, rising.
Every second line gives: Menin MLL FP TR	FLuc modulator	MBNL1 CUG block	NPC1 promoter act	PKM2 activator	RORgamma inh	Mito fusion yeast	ELG1 DNA repair	VP16 counter	KCNH2 3.1 block	Rab9 promoter act
- O=C(NC1CCCCC1)c1ccc(N2CCCC2=O)cc1
    13%	u	-8%	u	-2%	14%	-3%	u	11%	8	28%
- CCc1ccc(S(=O)(=O)NCCc2cn3ccccc3n2)s1
    8%	0%	-6%	7%	-1%	36%	-4%	-7%	-7%	-7	-5%
- COC(=O)c1cn(C(=O)c2ccc(C)cc2)c2ccccc12
    u	0%	-12%	0%	0%	-20%	9%	10%	-4%	2	-2%

Entries listed so far that have fluorine (2):
Every second line gives: Menin MLL FP TR	FLuc modulator	MBNL1 CUG block	NPC1 promoter act	PKM2 activator	RORgamma inh	Mito fusion yeast	ELG1 DNA repair	VP16 counter	KCNH2 3.1 block	Rab9 promoter act
- COC(=O)c1cc(NCc2c(F)cccc2Cl)ccc1N1CCOCC1
    -2%	0%	2%	-1%	-3%	34%	-4%	-9%	13%	10	-4%
- COCCNC(=O)c1ccc2c(c1)ncn2-c1ccc(F)c(F)c1
    -5%	-16%	-9%	14%	-6%	14%	0%	u	-6%	-2	15%

From PubChem

The list is partial; count on the stated rates, not on these rows.
